Bioassay records from PubChem.
ER stress rescue = rescue of cells from ER stress-induced death, primary screen, 384-well, CSM14.1, thapsigargin, ATP luminescence (AID 1222); 190,000 tested, under 10 active; cellular ATP content (survival), % at 20 µM, or EC50 in µM where a hit was titrated; CSM14.1 thapsigargin-induced death rescue, ATP luminescence; higher % means a stronger effect;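 active means EC50 below 50 µM in the dose-response confirmation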;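 further: death triggered by thapsigargin at about 15 µM added after 2 h compound pretreatment; cell ATP read after overnight thapsigargin exposure of roughly 18 to 22 hours; normalized against plate controls of thapsigargin alone and 5% DMSO vehicle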
Hep lipid drop = modulators of hepatic lipid droplet formation; AML12 mouse hepatocytes, oleate lipid droplets, BODIPY imaging; inhibition, % at 6.5 µM; hit rate 0.4% among 240,000; AID 1656;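 active means lipid droplet intensity inhibited by at least 50%, with more than 500 cells counted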
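Material: mouse AML12 hepatocyte cell line, fixed after treatment; Timing: compound with oleate, overnight; Technique: high-content imaging of BODIPY-stained droplets and DAPI nuclei; Probe or stimulus: oleate, 100 µM final; Dosing: compound at 6.5 µM only.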
MT stabilize HCS = stabilizes microtubules in HeLa cells; HeLa tubulin immunostaining HCS, 24 h; share of cells brighter than vehicle mean+2SD; % tubulin-high responders, % at 10 µM; hit rate 0.83% among 200,000; AID 2205;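 active means plate Z-score above 3 for both tubulin-high and condensed-nucleus cell shares, with cell loss under 80%, at 10 µM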;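 further: anti alpha tubulin signal scored within the nucleus-defined area of each cell; some results filed as inactive read as strong as hits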
Insulin prom up = MIN6 insulin promoter up-regulation. MIN6 insulin promoter-GFP reporter, high-content imaging; stronger effect = higher value. z-score at 5 µM. hit rate 0.3% among 190,000. AID 1625;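 active means z-score above 3 at 5 µM with at least 500 cells counted in the well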
M17LAP inhibition = P. falciparum M17LAP inhibitors, primary screen, biochemical, fluorogenic H-Leu-NHMec substrate, 1536-well (AID 1619). recombinant M17LAP, H-Leu-NHMec fluorogenic kinetic assay; higher % means a stronger effect. inhibition, % at 30 µM; hits with a dose series show IC50 in µM. hit rate 0.38% among 220,000;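 active means compound inhibiting the enzyme by more than half at any dose during confirmatory dose-response retesting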;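 further: plate controls were full reaction with DMSO carrier for no effect and no enzyme background for full effect; strong numbers were not always called active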
Autophagy HCS = autophagy modulation, high-content screen | AID 463193 | calls only at 10 µM (by protocol) | hit rate 0.98% among 190,000 | MEF GFP-LC3 puncta imaging; test concentration mostly 10 µM;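 active means percentage of spot-positive cells more than 3 SD above its plate mean, without a fluorescence outlier flag or 80% toxicity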;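 further: spot-positive cell cutoff set from DMSO-treated cells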
Yfh1-depleted yeast = enhancers of respiration in Yfh1-depleted yeast, dose response, Friedreich's ataxia, plus single-dose screen (AID 1465); hit rate 0.074% among 220,000; fold induction at 50 µM, or EC50 in µM where a hit was titrated; S. cerevisiae Yfh1-off respiration, WST-1 reduction, 72 h; higher fold induction means a stronger effect;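 active means fold induction of absorbance versus untreated yeast above a set limit, then at least 30% activation at any dose in follow-up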;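 further: activators that raise dye reduction in frataxin-depleted yeast; strong numbers were not always called active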
P. falciparum M1AAP = P. falciparum M1AAP inhibitors, biochemical, fluorogenic H-Leu-NHMec substrate, 1536-well (AID 1445) | inhibition, % at 30 µM; hits with a dose series show IC50 in µM | hit rate 0.42% among 220,000 | recombinant M1AAP, H-Leu-NHMec fluorogenic kinetic assay; higher % means a stronger effect;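 active means primary inhibition above the hit cutoff, then over 50% inhibition at one or more dose response concentrations, cut at about 23% in these data, passing the limit was not always enough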;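 further: plate controls were DMSO full reaction for no effect and no enzyme background for full effect; strong numbers were not always called active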
Dynein transport = dynein cargo transport inhibition | hit rate 0.47% among 220,000 | AID 1381 | 3617.4 mouse cells, GR-EGFP nuclear translocation imaging; test concentration mostly 20 µM; stimulated with dexamethasone, 1 µM; stronger effect = lower value | z-score, hits read low;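 active means plate z-score of nuclear minus cytoplasmic receptor signal below a set negative limit, without overly bright fluorescence or cell loss, cut at about -3.5 in these data, passing the limit was not always enough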;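 further: z-score of nuclear minus cytoplasmic ring GR-EGFP intensity difference per well; some compounds called inactive have numbers as strong as hits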
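Buffer or medium – tet-free medium with charcoal-stripped serum · Signal – automated 10x imaging of fixed Hoechst-stained cells · Also added – dexamethasone agonist, 1.0 µM final, for 30 min · Incubation – induction 48 h, compound 1 h, agonist 30 min · Read-out – GR-EGFP nuclear translocation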
Dynein transport cytoplasmic EGFP = second read-out of Dynein transport, no call of its own (marks repeat the call); z-score; measured here: cytoplasmic GR-EGFP intensity; stronger effect = higher value
Dynein transport nuclear GR-EGFP = also measured in Dynein transport; calls as there; z-score; measured here: nuclear GR-EGFP intensity;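 lower value marks the stronger effect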
Dynein transport cell count = recorded beside Dynein transport, whose call it bears; z-score; measured here: cell count per field
Insulin prom up cell count = further read-out of Insulin prom up, marked with its call; cell count; measured here: cytotoxicity, nuclei count;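 total cells summed across four imaged fields per well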
Hep lipid drop cells 6.5 µM = also measured in Hep lipid drop; calls as there; cell count; measured here: cell count, cytotoxicity flag;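 cells counted across two imaged fields per well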
MT stabilize HCS Hoechst-high % = also measured in MT stabilize HCS; calls as there; % Hoechst-high responders; measured here: nuclear condensation Hoechst responders;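 share of cells brighter than vehicle mean plus two SD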
MT stabilize HCS cytotoxicity % = further read-out of MT stabilize HCS, marked with its call; toxicity, %; measured here: cytotoxicity by cell density;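 0% = mean cell density of plate MIN control wells and 100% = no cells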
Autophagy HCS cell loss 18 h = further read-out of Autophagy HCS, marked with its call; toxicity, %; measured here: cell loss, nuclei count;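 cell loss after 18 h compound exposure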
* marks the source's active call; other numbers are inactive results; i = inactive; nt = no result given; + = active, no number.

SMILES	ER stress rescue	Hep lipid drop	Hep lipid drop cells 6.5 µM	MT stabilize HCS	MT stabilize HCS Hoechst-high %	MT stabilize HCS cytotoxicity %	Insulin prom up	Insulin prom up cell count	M17LAP inhibition	Autophagy HCS	Autophagy HCS cell loss 18 h	Yfh1-depleted yeast	P. falciparum M1AAP	Dynein transport	Dynein transport cytoplasmic EGFP	Dynein transport nuclear GR-EGFP	Dynein transport cell count
COc1ccc(OC)c(NC(=O)c2cnc3n(c2=O)CCS3)c1	-0.8%	nt	nt	2.9	3.4	6.7	0.83	1135	4%	i	9	i	2%	2.3	0.032	1.5	-1.3
CC1CC(C)CN(C(=S)NC2CCCCC2)C1 (centres undefined)	-1.5%	nt	nt	2.0	2.7	6.9	-0.44	1356	-10%	i	27	i	-8%	-0.0056	0.54	-0.16	-3.4
CCCC(C)C(=O)NCc1ccc2c(c1)OCO2 (centres undefined)	2.5%	-5	788	1.0	1.1	5.4	0.02	956	12%	i	-1	i	2%	-0.065	0.23	0.14	0.66
COC(=O)c1sc(S(=O)(=O)NCc2cccs2)c(C(=O)OC)c1C	-2.1%	-21	634	2.4	1.8	1.7	nt	nt	8%	i	-6	i	-6%	0.67	-0.24	0.35	0.39
NC(=O)c1ccc(-n2nnnc2Oc2ccccc2C(=O)N2CCOCC2)cc1	nt	6	677	1.4	2.4	6.6	nt	nt	2%	i	4	i	7%	-0.01	1.1	0.15	0.52
CNC(=S)Nc1ccc(OCc2ccccc2)cc1	1.7%	-27	632	6.2	2.5	6.9	0.11	1532	0%	i	4	i	3%	-1	-0.26	-0.42	0.88
CCOC(=O)CSc1cccc2cccnc12	1.3%	7	736	3.9	2.1	0.7	0.3	1157	-32%	+	41*	i	-3%	-0.69	-0.22	0.14	-0.23
CC(=O)ON1C(C)(C)CC(OC(=O)c2ccccc2)CC1(C)C	-3.4%	1	723	4.9	1.6	6.6	-0.4	1112	-7%	i	32	i	4%	0.57	-0.18	0.87	-0.27
CS(=O)(=O)N1CCC(C(=O)NCc2ccc(Cl)cc2)CC1	nt	-18	575	nt	nt	nt	-1.2	1061	0%	nt	nt	i	8%	-0.72	-0.22	-0.0031	0.15
CCS(=O)(=O)NCCCCc1ccccc1	-1.9%	5	726	4.6	2.4	6.2	-0.35	1250	1%	i	-2	i	5%	1.6	-0.23	0.84	0.058

The final 2 records of the part above lead into the next:
SMILES	ER stress rescue	Hep lipid drop	Hep lipid drop cells 6.5 µM	MT stabilize HCS	MT stabilize HCS Hoechst-high %	MT stabilize HCS cytotoxicity %	Insulin prom up	Insulin prom up cell count	M17LAP inhibition	Autophagy HCS	Autophagy HCS cell loss 18 h	Yfh1-depleted yeast	P. falciparum M1AAP	Dynein transport	Dynein transport cytoplasmic EGFP	Dynein transport nuclear GR-EGFP	Dynein transport cell count
CS(=O)(=O)N1CCC(C(=O)NCc2ccc(Cl)cc2)CC1	nt	-18	575	nt	nt	nt	-1.2	1061	0%	nt	nt	i	8%	-0.72	-0.22	-0.0031	0.15
CCS(=O)(=O)NCCCCc1ccccc1	-1.9%	5	726	4.6	2.4	6.2	-0.35	1250	1%	i	-2	i	5%	1.6	-0.23	0.84	0.058
Cn1nnnc1SCc1nc2scc(-c3ccccc3)c2c(=O)[nH]1	nt	-20	732	nt	nt	nt	0.12	1253	4%	nt	nt	i	3%	-0.17	-0.19	-0.053	-0.42
Cc1cccc(-n2c(SCC(=O)O)nc3sc4c(c3c2=O)CCCC4)c1	-0.1%	-15	634	1.3	2.0	5.3	0.18	1347	17%	i	-2	i	4%	0.73	-0.21	0.27	-0.53
CSc1nnnn1-c1ccc(Cl)cc1	-1.2%	-1	635	6.7	3.5	3.1	nt	nt	-4%	i	-9	i	-1%	0.027	-0.17	-0.1	-0.5
O=C(NC1CCCCC1)c1ccc(COCC(F)(F)F)o1	4.0%	nt	nt	2.8	1.4	5.5	-0.23	1449	14%	i	0	i	9%	0.41	0.17	0.66	-1.3
CCOC(=O)c1nc[nH]c1C	0.7%	3	797	3.4	2.4	4.6	-0.61	974	1%	i	-28	i	-1%	-0.67	-0.24	-0.57	1.6
CCN(CC)C(=O)Cn1nnc(-c2ccc(C)o2)n1	2.6%	nt	nt	2.6	1.8	8.7	-0.41	1480	7%	i	-10	i	4%	-0.92	-0.15	-0.27	0.6
CN(CCCNC(=O)CSc1cc(=O)n(C)c2cc(Cl)ccc12)Cc1ccccc1	-3.0%	4	697	4.7	2.4	6.4	-0.38	1356	5%	i	-27	i	13%	0.9	-0.079	0.45	-0.71
COc1nc(-c2cnccn2)sc1C	-1.1%	0	720	4.8	1.8	15	-0.25	1255	-4%	i	5	i	-3%	-0.41	-0.31	0.12	1.2
Cc1ccc(NC(=O)COC(=O)Cn2c(C)csc2=O)cc1	1.2%	nt	nt	4.2	2.4	9.8	0.96	1231	2%	i	-1	i	-2%	1.1	-0.39	0.35	-0.6
Cc1ccccc1Cc1n[nH]c(=S)n1N	-1.2%	nt	nt	3.2	2.0	7.5	-0.37	1478	14%	i	-3	i	3%	-0.49	-0.26	-0.35	-0.39
COc1ccc(C)cc1NC(=O)Nc1cnccn1	-1.9%	2	617	2.2	0.8	4.6	-0.7	1572	-2%	i	-27	i	-1%	-0.51	-0.25	-0.26	0.95
CN1CCN(NC(=O)CN2C(=O)/C(=C/c3c(Cl)cccc3Cl)SC2=S)CC1	-6.1%	nt	nt	2.0	2.0	11	nt	nt	19%	i	-30	i	9%	-0.73	-0.2	-0.85	-0.036
CCCNC(=O)C1CC(=O)N(c2ccc(OCC)cc2)C1 (centres undefined)	-0.1%	5	728	3.8	0.8	1.7	-0.28	1232	9%	i	2	nt	-7%	1.3	-0.034	0.72	-0.82
Fc1cccc2sc(Nc3nc4ccccc4s3)nc12	0.0%	-11	657	2.0	1.6	7.9	0.81	1354	-12%	i	-14	i	0%	-0.44	-0.31	-0.69	0.75
CCCc1cc(=O)n2[nH]c(CCc3ccccc3)nc2n1	2.3%	nt	nt	3.3	4.7	8.8	0.88	1255	27%	i	2	i	-2%	-0.66	-0.23	-0.19	0.46
O=c1nc2n(c3ccc([N+](=O)[O-])cc13)CCCCC2	-0.3%	8	666	3.6	3.7	9.5	0.4	1267	3%	i	-5	i	3%	-0.092	-0.31	0.24	0.35
Cc1cccc(-c2nc(CN3CCCC(C(=O)NC4CCC(C)CC4)C3)c(C)o2)c1 (centres undefined)	1.9%	nt	nt	6.0	1.3	0.6	nt	nt	-6%	i	-12	i	-1%	0.12	-0.46	0.34	0.33
O=C(O)c1ccc2c(=O)n(-c3ccc(F)cc3)c(=S)[nH]c2c1	nt	-19	711	nt	nt	nt	-0.08	1396	1%	nt	nt	i	6%	0.39	-0.17	0.3	-0.71
CC(C)c1ccc(/C=N\NC(=O)c2ccc(Cn3cccn3)o2)cc1	-9.0%	-2	687	4.5	2.8	4.9	-0.4	1072	12%	i	1	i	1%	2.1	-0.068	1.5	-2.4
O=C(CSc1ccc2nnc(-c3ccccn3)n2n1)NCC1CCCO1 (centres undefined)	1.8%	nt	nt	2.7	3.8	11	1.7	792	14%	i	-11	i	-1%	-0.55	0.018	-0.26	-0.012
Cc1n[nH]c(C)c1CCc1nc2c3ccccc3nc(SCC(=O)Nc3ccccc3F)n2n1	0.1%	7	758	1.4	1.5	11	-0.93	843	1%	i	3	i	-7%	1.5	-0.11	0.37	0.62
O=C(Nc1cccnc1Oc1ccc(Cl)cc1)c1cccc2ccccc12	nt	-1	750	nt	nt	nt	-0.2	1377	5%	nt	nt	i	8%	-0.78	-0.21	-0.47	0.44
COc1cc2c(cc1NC(=O)CN1CCN(S(=O)(=O)c3ccc(C)cc3)CC1)oc1ccccc12	2.0%	2	759	1.6	0.5	4.6	0.21	1214	13%	i	-12	nt	6%	0.52	-0.24	0.71	0.75
CCn1nnc(NC(=O)COc2ccc([N+](=O)[O-])cc2)n1	nt	-16	610	nt	nt	nt	-0.01	1108	4%	nt	nt	i	-3%	0.047	-0.18	0.52	0.22
COc1ccc(C)cc1NC(=O)CCCN1C(=S)NC(C)(C)CC1C (centres undefined)	-2.3%	-40	534	2.8	2.1	1.2	nt	nt	-21%	i	11	i	3%	-0.39	-0.22	-0.14	0.85
Cc1nc(N2CCN(c3ccccn3)CC2)c2c(C)c(C(=O)Nc3ccccc3F)sc2n1	0.2%	-32	661	4.7	1.4	8.2	nt	nt	0%	i	25	i	8%	0.037	-0.22	0.056	0.48
COc1ccccc1C(=O)Nc1ccccc1N1CCN(S(C)(=O)=O)CC1	nt	-5	711	2.7	1.5	6.0	0.28	1022	-2%	i	7	i	-4%	-0.42	-0.27	-0.28	0.39
Cc1cccc(NC(=S)NNC(=O)c2ccccc2OC(F)F)c1	9.0%	-3	798	2.7	1.0	6.1	-0.17	967	10%	i	-12	nt	46%	-0.94	-0.17	0.098	1.8
COc1ccc(N(C)S(=O)(=O)c2cccc(C(=O)Nc3nnc(C4CC4)s3)c2)cc1	-1.1%	-10	657	2.9	2.9	7.1	0.11	1245	9%	i	15	i	-4%	1	-0.15	0.67	-0.98
Cc1ccc2nc(SCc3cn4c(C)cc(C)nc4n3)[nH]c2c1	0.9%	0	677	2.7	2.7	6.1	-0.33	1303	0%	i	14	i	-1%	-0.59	-0.23	-0.31	0.3
CC(C)(C)OC(=O)N1Cc2ccccc2C[C@H]1C(=O)O	-1.7%	nt	nt	3.9	2.3	5.5	0.71	1400	5%	i	-6	i	10%	0.93	-0.26	0.05	-0.19
CCOc1ccc(Cl)cc1S(=O)(=O)n1cnc2ccccc21	-1.6%	-22	696	24*	17*	29*	-0.61	1208	4%	i	31	nt	14%	-0.71	-0.15	-0.17	1.4
